LEDGF integ inh – blocks HIV-1 LEDGF/p75-dependent DNA integration | TR-FRET IN-LEDGF/p75 DNA integration, Eu/Cy5 | inhibition, % at 3.7 µM | actives 0.64% (n = 370,000);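 active = inhibition above the screen-wide mean plus 3 SD, cut at about 13% in these data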;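 note: signal is the Cy5 over europium emission ratio at 671 and 618 nm; 0% = plate median of compound wells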
Tn6 DDE FP – disrupts Tn6 cyclic peptide binding to fibrin D-Dimer-E complex | Fibrin DD(E) TRITC-Tn6 fluorescence polarization displacement | inhibition, % at 8.3 µM | actives 0.21% (n = 370,000);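 active = inhibition above a per-campaign cutoff: mean of compounds within control limits plus 3 SD, cut at about 15% in these data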;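 note: 0% = median of all compound wells on the plate and 100% = blocking peptide control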
PLCg1 inh – blocks human PLC-gamma1 enzyme activity. purified PLC-gamma1, fluorogenic substrate, fluorescence. P19174. inhibition, % at 12.2 µM. actives 0.84% (n = 370,000). AID 720700; in the data active = inhibition above about 9.5%
ARFGAP1 inh – inhibits rat ARF GTPase activating protein 1 | Q62848 | Arfgap1-stimulated ARF1 GTP hydrolysis, GDP FP detection | inhibition, % at 16.5 µM | actives 0.26% (n = 360,000) | AID 651572;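 active = inhibition above a per-plate limit, mean inhibition of low control wells plus 3 SD, cut at about 25% in these data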;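 note: 0% = DMSO wells with enzyme and 100% = wells lacking Arfgap1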
Target sequence (Q62848 1-136 limits assumed): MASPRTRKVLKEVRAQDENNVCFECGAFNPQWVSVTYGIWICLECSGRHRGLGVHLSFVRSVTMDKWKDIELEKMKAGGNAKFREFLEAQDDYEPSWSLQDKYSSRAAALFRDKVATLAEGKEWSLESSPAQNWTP
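Replicates: Single well per compound | Assay system: Truncated rat Arfgap1 GAP domain | Control set: No-Arfgap1 wells (100%) versus DMSO full-reaction wells (0%) | Times: Enzyme reaction 120 min at 25 °C after 20 min preincubation | Reagent: Human ARF1(Δ1-17)-GTP substrate | Measured by: Tracer-displacement fluorescence polarization with EDTA stop, 620/688 nm | Measure: Percent inhibition of Arfgap1-stimulated GTP hydrolysis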
ADAM10 inh – ADAM10 inhibition, QFRET primary screen. O14672. recombinant ADAM10, EDANS/DABCYL FRET peptide cleavage, 3 h. inhibition, % at 7 µM. actives 0.62% (n = 370,000);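 active = inhibition above a per-campaign cutoff equal to the mean of compounds falling between control-based bounds plus 3 SD, cut at about 20% in these data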;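 note: 0% = DMSO wells while the 100% control is not disclosed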
ADAM17 inh – inhibitors of human ADAM17 | AID 720648 | recombinant ADAM17, EDANS/DABCYL FRET peptide cleavage | actives 0.83% (n = 370,000) | inhibition, % at 6.95 µM;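 active = inhibition above the mean of compounds lying between control limits plus 3 SD, set per campaign, cut at about 8.5% in these data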;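 note: 0% = DMSO-only wells as the low control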
KLK7 zymogen act – activators of human kallikrein-7 zymogen; P49862; AID 652039; actives 0.9% (n = 370,000); purified proKLK7, EDANS-DABCYL substrate fluorescence; 100% is mature enzyme control, 0% vehicle; activation, % at 7 µM;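 active = activation above the mean of all tested compounds plus 3 SD, computed per campaign excluding outliers beyond control limits, cut at about 13% in these data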
TDP2 absorb – blocks human TDP2 phosphodiesterase activity | O95551 | recombinant TDP2, T5PNP hydrolysis, p-nitrophenol absorbance 415 nm | inhibition, % at 12.8 µM | actives 0.34% (n = 370,000) | AID 720702;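 active = inhibition above the mean of all tested compounds plus 3 SD, set per campaign, cut at about 25% in these data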;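 note: 0% = DMSO with enzyme and 100% = buffer with substrate but no TDP2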
Target sequence (O95551 whole entry, looked up): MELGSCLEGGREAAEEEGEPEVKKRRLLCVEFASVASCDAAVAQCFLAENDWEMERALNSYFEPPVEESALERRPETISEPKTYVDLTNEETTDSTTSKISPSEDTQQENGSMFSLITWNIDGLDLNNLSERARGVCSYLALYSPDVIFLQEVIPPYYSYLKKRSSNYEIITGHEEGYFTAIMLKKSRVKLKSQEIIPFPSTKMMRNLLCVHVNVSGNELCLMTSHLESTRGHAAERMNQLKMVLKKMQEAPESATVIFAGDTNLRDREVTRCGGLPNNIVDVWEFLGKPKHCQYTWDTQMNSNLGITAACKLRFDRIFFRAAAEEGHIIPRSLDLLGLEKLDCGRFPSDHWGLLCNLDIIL
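Evaluation: % inhibition relative to enzyme-containing and enzyme-free wells. Material: recombinant human TDP2. Benchmarks: enzyme-free and DMSO wells. Timing: enzyme reaction with compound for 2 h at 37 °C. Compound dosing: 12.8 µM only. Measured by: p-Nitrophenol epi absorbance. Reagent: T5PNP substrate at 5 mM, a TopII-DNA adduct mimic. Replication: single well per compound.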
Tn7 DDE FP – disrupts Tn7 cyclic peptide binding to fibrin D-Dimer-E complex; P02675; FP displacement of FITC-Tn7 peptide from fibrin DD(E); 0% = median of compound wells per plate; inhibition, % at 8.3 µM; actives 0.13% (n = 370,000); AID 720508;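 active = inhibition above the mean of compounds falling within the control limits plus 3 SD of them, cut at about 14% in these data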;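 note: 0% = plate median of compound wells and 100% = 10 µM Aha-Tn7 peptide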
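assay system = human clot-derived fibrin DD(E) complex | quantity = Fibrin-DD(E) at 2 µM final | timing = 10 min preincubation, 3 h with tracer, room temperature | signal = fluorescence polarization | measure = percent inhibition | benchmarks = high control wells with 10 µM unlabelled Aha-Tn7 peptide (full inhibition) | replicates = singlicate testing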
ASAP1 GAP inh – ASAP1 ArfGAP inhibition; Q9ULH1; ASAP1-stimulated ARF1 GTP hydrolysis, GDP FP detection; inhibition, % at 16.5 µM; actives 0.19% (n = 360,000); AID 624377; in the data active = inhibition above about 25%;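 note: 0% = vehicle with enzyme and substrate and 100% = no enzyme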
Target sequence (Q9ULH1 325-724 limits assumed): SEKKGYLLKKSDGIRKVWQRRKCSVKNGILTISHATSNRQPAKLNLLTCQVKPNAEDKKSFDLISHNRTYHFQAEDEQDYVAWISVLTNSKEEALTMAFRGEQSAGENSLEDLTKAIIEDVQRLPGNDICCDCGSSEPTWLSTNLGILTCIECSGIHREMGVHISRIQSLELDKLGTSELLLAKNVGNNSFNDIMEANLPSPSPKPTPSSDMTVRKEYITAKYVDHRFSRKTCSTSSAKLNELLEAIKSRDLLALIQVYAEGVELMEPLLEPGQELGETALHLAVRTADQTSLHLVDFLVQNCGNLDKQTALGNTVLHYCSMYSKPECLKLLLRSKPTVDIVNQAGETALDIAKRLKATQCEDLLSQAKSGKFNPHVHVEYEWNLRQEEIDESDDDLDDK
* = called active by the depositor; i = inactive. The order is random, and some 4.2% of all compounds hit somewhere here.

Tn6 DDE FP,ADAM10 inh,ARFGAP1 inh,PLCg1 inh,TDP2 absorb,ASAP1 GAP inh,LEDGF integ inh,ADAM17 inh,Tn7 DDE FP,KLK7 zymogen act,compound
-6,-3,-2,0,-1,4,-3,-2,7,-0.1,CC(=O)c1cccc(N(C(=O)CNC(=O)c2ccco2)C(C(=O)NC2CCCC2)c2ccc(C)o2)c1 (configuration not stated)
-7,-8,-5,0,2,-2,4,-4,7,0.3,Cc1ccc(N2CC(C(=O)N/N=C/c3sccc3C)CC2=O)cc1 (configuration not stated)
-1,7,5,5,-11,-13,2,1,-6,0.0,Cc1cccc(N(Cc2ccccc2)C(=O)c2cccc(S(=O)(=O)N3CC(C)OC(C)C3)c2)c1 (configuration not stated)
5,2,0,3,-11,4,2,-1,-3,0.7,CCCNS(=O)(=O)c1ccc2c(c1)CCCN2C(C)=O
8,-1,-9,5,-3,-1,0,1,-3,0.6,COc1ccc(NC(C)=O)cc1NC(=O)c1c(C)noc1C
4,6,0,1,-2,0,-1,0,7,0.0,COCCNC(=O)C(c1ccc(C)o1)N(Cc1ccc(F)cc1)C(=O)Cn1nnc2ccccc21 (configuration not stated)
6,-10,-14,-12,2,-9,-4,-6,8,-0.2,Cc1c(Cl)cnc(NC(=O)COC(=O)CNC(=O)c2ccccc2)c1Cl
-4,-10,2,1,-6,4,-4,-1,-1,0.2,O=C(c1c(F)cccc1F)N1CCC(O)(c2ccc(F)cc2)CC1
-2,-2,-1,7,-25,-11,3,9.0*,-4,0.1,CN(C(=O)CCN1CCCO1)C1CCCN(Cc2ccccc2F)C1 (configuration not stated)
-9,4,-3,-1,-9,-6,6,1,0,-0.2,O=C1CC(c2ccco2)Sc2nc3ccccc3n21 (configuration not stated)
0,-8,2,-1,-6,-5,-4,-2,4,-0.1,O=C(CSc1nc2ccccc2c(=O)[nH]1)Nc1ccc(Br)cc1
15*,5,-5,-2,7,-1,1,-2,11,0.6,CCCS(=O)(=O)N1CCN(C(=O)c2ccc(-c3ccccc3)cc2)CC1
4,1,1,-2,-3,5,-2,-2,3,0.0,CC(C)c1ccc(NC(=O)CCN2C(=O)c3ccc([N+](=O)[O-])cc3C2=O)cc1
-6,-23,11,-162,14,-4,-1,-12,7,2.6,COc1ccc(-c2nn(-c3ccccc3)cc2/C=C/C(=O)NCCCn2ccnc2)cc1OC
-5,-10,6,3,4,-2,-4,1,4,0.0,Cc1cc(=O)[nH]c(SCc2cccc3ccccc23)n1
0,7,-15,4,2,10,3,-1,-8,0.0,COc1cccc(NC(=O)CNC(=O)c2ccc(C)o2)c1
-4,3,-2,-2,-8,5,-2,-3,-5,-0.7,COc1cccc(C(C(=O)Nc2ccc(F)cc2)N(C(=O)Cn2nnc3ccccc32)C2CC2)c1 (configuration not stated)
-9,0,0,-1,18,6,0,0,3,0.4,COc1cc(C(C)=O)ccc1Oc1ncccn1
1,-10,5,-2,6,13,-2,-2,-5,0.1,CCOC(=O)CN1CC23C=CC(O2)C(C(=O)Nc2ccc(C(C)=O)cc2)C3C1=O (configuration not stated)
12,4,4,-1,0,-16,-1,1,1,0.2,Cc1ccnc(NC(=O)c2ccc3c(c2)C(=O)N(CC(C)C)C3=O)c1
3,-2,-1,1,4,-15,-2,0,0,0.4,O=C1CSC(c2ccccc2)N1Nc1nc(N2CCOCC2)nc(N2CCOCC2)n1 (configuration not stated)
-12,5,-7,8,-10,7,-2,3,-5,0.2,COc1ccccc1NC(=O)CN1CCN(CC(=O)Nc2ccc(OCc3ccccc3)cc2)CC1
9,2,10,0,-5,3,-4,2,-1,0.7,CN(Cc1ccccc1)C(=O)c1oc(=O)c2ccccc2c1-c1ccccc1
-2,-5,-1,-3,0,-8,-3,-3,14*,-0.4,O=C(Cc1ccccc1)NNC1=NS(=O)(=O)c2ccccc21
4,-3,-7,2,0,1,0,-2,4,-0.9,COc1ccc(C(=O)OCC(=O)N2CCCC2=O)c(OC)c1
3,6,-4,-21,3,1,5,-2,-1,-0.1,Cc1nc(N2CCOCC2)sc1C(=O)NN
-4,-11,3,3,5,-3,0,-5,1,-0.1,CCn1c(SCC(=O)NC2CC2)nnc1-c1ccccc1
4,-9,-3,2,-3,13,1,0,-5,-0.6,CCCCNC(=O)C1CCCN(S(=O)(=O)CC)C1 (configuration not stated)
-4,-6,-14,-13,10,-5,4,-7,-6,0.1,COc1ccccc1-c1nc2c(c(SCC(=O)N3CCCCC3)n1)Cc1c(CO)cnc(C)c1O2
-9,27*,-12,5,-9,1,0,11*,-5,0.7,COc1ccc(C2=Nn3c(nnc3-c3ccccc3F)SC2)cc1OC1CCCC1

Quoted from the listing for reference:
Tn6 DDE FP,ADAM10 inh,ARFGAP1 inh,PLCg1 inh,TDP2 absorb,ASAP1 GAP inh,LEDGF integ inh,ADAM17 inh,Tn7 DDE FP,KLK7 zymogen act,compound
-4,-10,2,1,-6,4,-4,-1,-1,0.2,O=C(c1c(F)cccc1F)N1CCC(O)(c2ccc(F)cc2)CC1
-2,-2,-1,7,-25,-11,3,9.0*,-4,0.1,CN(C(=O)CCN1CCCO1)C1CCCN(Cc2ccccc2F)C1 (configuration not stated)

(continued)
Tn6 DDE FP,ADAM10 inh,ARFGAP1 inh,PLCg1 inh,TDP2 absorb,ASAP1 GAP inh,LEDGF integ inh,ADAM17 inh,Tn7 DDE FP,KLK7 zymogen act,compound
4,1,13,-41,-4,-3,3,-1,-4,0.1,COc1cc(/C=C2\SC(=O)NC2=O)ccc1Oc1ccc([N+](=O)[O-])cn1
-6,-6,12,-1,4,-2,-2,-5,-5,0.6,O=C(O)CC(C(=O)NC1CCCCC1)C1CCCO1 (configuration not stated)
-4,2,-3,2,12,-10,-2,-5,1,0.6,CC(=O)C(Cc1ccccc1)(Cc1ccccc1)C(C)=O
8,1,0,-6,-5,-17,1,-1,-3,-0.4,O=S(=O)(Nc1nc2ccccc2nc1Nc1ccc2c(c1)OCO2)c1ccccc1
0,-2,0,0,-6,3,-3,-1,5,-0.9,O=S(=O)(NCC1CCCO1)c1ccc(Br)s1 (configuration not stated)
6,-6,-8,1,-1,0,-6,1,-4,-0.4,Cc1cccc(C)c1-n1nnnc1C1c2ccccc2C(=O)N1CCc1ccc(O)cc1 (configuration not stated)
-15,1,3,2,1,-1,-2,-1,-7,-0.1,O=c1c2c3c(sc2ncn1/N=C/c1ccccc1)CCCC3
1,-10,8,0,3,-4,2,-2,-3,0.6,O=C(COc1ccc2oc(-c3ccccc3)cc(=O)c2c1)Nc1ccccc1
-1,1,-8,3,-6,5,1,-1,-6,-0.4,COc1ccc(OCC(=O)Nc2ccc(S(=O)(=O)Nc3cc(C)nc(C)n3)cc2)cc1
-3,3,-10,-4,-4,2,6,1,-4,-0.3,CCOC(=O)c1ccc(Nc2cc(C)nc3nc(C)nn23)cc1
5,2,4,4,6,-3,0,3,-2,0.2,Cc1oc(-c2ccc(Cl)cc2)nc1CN1CCC(C(=O)N2CCN(Cc3ccccc3)CC2)CC1
-2,5,-3,4,-10,10,-1,0,-5,-1.2,Cc1ccc(-c2csc(/C(C#N)=C/Nc3ccccc3SC(F)(F)F)n2)c(C)c1
-4,7,6,2,-13,2,-2,-2,6,-0.4,S=C(Nc1ccccc1)Nc1ccc(Cl)cc1Cl
1,-4,-2,2,-1,-1,-4,1,8,0.2,COc1ccccc1NS(=O)(=O)c1ccc2oc(=O)ccc2c1
7,1,9,2,-4,-19,-5,-3,-2,0.2,OC1(c2ccccc2F)CCN(Cc2nnnn2CCc2ccccc2)CC1
0,-7,-2,4,-12,14,-6,0,-8,-0.5,CN(C(=O)c1cccc(C#N)c1)c1nnc(C2CCOC2)s1 (configuration not stated)
2,4,5,5,4,-2,-1,0,-7,0.6,COc1ccccc1N1CCN(CC(=O)Nc2sccc2C#N)CC1
-4,1,9,1,2,-3,-1,-1,6,-0.8,CC(OC(=O)Nc1ccccc1)C(=O)OC1CCCCC1 (configuration not stated)
9,7,-1,12*,-19,-3,2,5,0,-0.5,CC(=O)Nc1cccc(-c2ccnc3c2CC(C(=O)NCC2CCOCC2)O3)c1 (configuration not stated)
2,7,5,-2,0,-8,0,1,6,-0.4,O=C(O)CCc1ccc(S(=O)(=O)Nc2ccccc2N2CCCCC2)cc1
2,-9,11,-20,1,-13,1,-5,5,-0.1,Cc1cc2nc(C3CCCCC3)c(Cc3ccccc3C(F)(F)F)n2c(C)c1Br
3,8,1,4,10,-8,8,2,-5,0.6,CS(=O)(=O)N(CC(=O)N1CCc2ccccc2C1)c1cccc(Br)c1
-3,0,0,-3,-8,-6,-5,0,-2,-0.1,COc1cc(NC(=O)c2ccc(Cl)cc2)c(OC)cc1NC(=O)CN1CCOCC1
0,0,6,3,-14,14,-4,-4,8,-0.7,CCCc1ccc(S(=O)(=O)NCc2nnc(SC)n2C)cc1
1,i,2,i,3,15,0,i,2,578*,O=C(Oc1ccc2c3c(c(=O)oc2c1)CCC3)c1ccco1

Assay outcomes deposited in PubChem by The Scripps Research Institute Molecular Screening Center.
